Scp-1 inhibitor: blocks human Scp-1 phosphatase activity; Recombinant Scp1, phosphopeptide, malachite green phosphate absorbance; hit rate 0.88% among 340,000; inhibition, % at 20 µM; AID 493091;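 active means inhibition above about 50% at 20 µM, limit read from the data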;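 further: plate controls were DMSO wells with enzyme for no effect and wells lacking enzyme for full effect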
Target sequence (Q9GZU7 76-261 limits assumed): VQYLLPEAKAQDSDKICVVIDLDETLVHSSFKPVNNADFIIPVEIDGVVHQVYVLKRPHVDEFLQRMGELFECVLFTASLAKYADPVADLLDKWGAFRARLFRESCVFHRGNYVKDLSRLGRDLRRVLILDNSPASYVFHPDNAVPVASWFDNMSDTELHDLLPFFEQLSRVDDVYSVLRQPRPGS
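Incubation: 45 min enzyme reaction at room temperature / System: truncated SCP-1 phosphatase (76-261aa) / Reagent: Phospho 17-mer peptide substrate / Buffer or medium: Acidic Tris acetate buffer with magnesium and detergent / Signal: absorbance at 630 nm / Doses: one concentration, 20 µM, with 1.0% DMSO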
NRP1-CendR mod: NRP-1/CendR interaction modulation; O14786; FAM-RPARPAR peptide binding to NRP-1, fluorescence polarization; inhibition, % at 25 µM; hit rate 0.85% among 360,000; AID 602438;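 active means inhibition or corrected inhibition above about 18%, plus a signal ratio from 0.5 to 1.5, limit read from the data, passing the limit was not always enough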; further: strong numbers were not always called active
SUMO1-SIM PPI: SUMO1-SIM interaction modulation; hit rate 0.33% among 360,000; AID 602429; inhibition, % at 20 µM; P63165; SUMO1 binding to a labelled peptide, TR-FRET, 1 h; in the data active means inhibition above about 37%
Target sequence (P63165 whole entry, looked up): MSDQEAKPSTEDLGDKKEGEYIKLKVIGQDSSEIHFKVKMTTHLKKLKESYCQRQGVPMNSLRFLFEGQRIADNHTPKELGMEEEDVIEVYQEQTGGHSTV
Neddylation inh: blocks human cullin neddylation; TR-FRET cullin neddylation, biochemical; calls only at 25 µM; AID 651699; P61081+Q13564; hit rate 0.58% among 360,000; in the data active means inhibition above about 36%
SKN-1 inh: inhibitors of C. elegans SKN-1 | AID 624304 | C. elegans VP596 Pgst-4::GFP/RFP ratio, acrylamide-induced, 24 h | inhibition, % at 21.8 µM | hit rate 0.49% among 360,000;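 active means interference check ratio from 0.5 to 1.5 plus GFP to RFP signal ratio inhibition reaching or exceeding a fixed threshold, cut at about 30% in these data, passing the limit was not always enough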; further: some compounds called inactive have numbers as strong as hits
STEP inh: blocks human striatal-enriched tyrosine phosphatase; P54829; recombinant STEP, OMFP fluorogenic substrate, fluorescence; hit rate 0.25% among 360,000; inhibition, % at 20 µM;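 active means inhibition at 20 µM, scaled per plate between control wells, above about 37%, limit read from the data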;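 further: 0% = DMSO with enzyme and substrate and 100% = substrate only without enzyme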
Target sequence (P54829 whole entry, looked up): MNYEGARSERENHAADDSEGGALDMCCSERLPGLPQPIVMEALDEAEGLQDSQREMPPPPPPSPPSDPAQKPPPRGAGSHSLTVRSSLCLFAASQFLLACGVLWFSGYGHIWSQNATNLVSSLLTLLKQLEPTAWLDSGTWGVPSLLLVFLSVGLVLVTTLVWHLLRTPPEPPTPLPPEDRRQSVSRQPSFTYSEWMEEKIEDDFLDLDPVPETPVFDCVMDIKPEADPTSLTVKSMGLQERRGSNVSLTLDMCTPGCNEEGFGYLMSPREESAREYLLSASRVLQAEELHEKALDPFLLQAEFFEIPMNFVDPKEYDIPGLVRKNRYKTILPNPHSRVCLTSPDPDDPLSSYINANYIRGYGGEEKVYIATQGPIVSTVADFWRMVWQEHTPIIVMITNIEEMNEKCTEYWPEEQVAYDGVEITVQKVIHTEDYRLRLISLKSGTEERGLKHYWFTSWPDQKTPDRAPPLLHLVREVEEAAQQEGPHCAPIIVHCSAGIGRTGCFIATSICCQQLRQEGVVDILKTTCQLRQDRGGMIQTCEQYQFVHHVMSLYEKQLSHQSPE
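System: STEP phosphatase, cell-free reaction; Buffer or medium: Bis-Tris pH 6.0 buffer with DTT, detergent; Incubation: 20 min at room temperature, dark; Measured by: fluorescence, 480/540 nm.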
LMPTP block: blocks human LMPTP phosphatase. recombinant LMPTP-A, OMFP fluorogenic substrate, fluorescence intensity. P24666. inhibition, % at 20 µM. hit rate 0.22% among 360,000;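 active means compounds that cut the enzyme signal by at least half of the control window in the single-dose screen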;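 further: plate controls were DMSO wells with enzyme plus substrate for no effect and substrate without enzyme for full effect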
Target sequence (P24666 whole entry, looked up): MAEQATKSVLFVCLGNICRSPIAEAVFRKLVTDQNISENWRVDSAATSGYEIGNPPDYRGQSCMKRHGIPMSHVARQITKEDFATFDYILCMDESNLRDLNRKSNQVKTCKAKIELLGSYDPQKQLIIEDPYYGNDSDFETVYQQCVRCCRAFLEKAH
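Assay system: LMPTP-A phosphatase enzyme | Input: 0.625 nM enzyme | Also added: Fluorogenic phosphatase substrate OMFP at 400 µM final | Compound dosing: One test concentration per compound, 20 µM, with 3% DMSO overall | Schedule: 50 min enzyme reaction at room temperature, protected from light | Signal: Fluorescence intensity | Benchmarks: no-enzyme and uninhibited controls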
NadD inh: NadD (S. aureus) enzyme inhibition; AID 602399; purified NadD enzyme, colorimetric absorbance read-out; inhibition, % at 20 µM; hit rate 0.78% among 360,000; in the data active means inhibition above about 26%; further: some compounds past the cut are filed as inactive
TbMetRS inhib: Trypanosoma brucei MetRS inhibition; purified T. brucei MetRS, ATP depletion, Kinase-Glo luminescence; inhibition, % at 11.9 µM; hit rate 0.4% among 360,000;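 active means inhibition above a per-plate cutoff of the control wells' mean inhibition plus 3 SD, cut at about 5.5% in these data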;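 further: 0% = DMSO wells median and 100% = median of wells with control inhibitor compound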
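Material: T. brucei methionyl-tRNA synthetase, purified; reagent: substrates ATP, L-methionine and bulk Escherichia coli tRNA; dosing: 11.9 µM single point; timing: 15 min plus 2 h at 25 °C; detection: luminescence of leftover ATP; evaluation: % inhibition; control set: DMSO-only wells as low control; replicates: singlicate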
DNMT1 inh: inhibitors of human DNMT1 | DNMT1 molecular beacon, Hinp1I cleavage, fluorescence | inhibition (reported as % activation of signal), % at 10 µM | hit rate 0.83% among 360,000 | AID 588458; in the data active means inhibition above about 50%
Numbers without * were called inactive.

How did COc1ccc(-c2cc(C(=O)Nc3ccccc3)on2)cc1 do in these assays?
Scp-1 inhibitor: -3; NRP1-CendR mod: 11; SUMO1-SIM PPI: -2; Neddylation inh: inactive; SKN-1 inh: -3; STEP inh: -1; LMPTP block: 0.2; NadD inh: 0; TbMetRS inhib: -0.9; DNMT1 inh: 2

How did Cc1cc(-c2ccc(C)c(S(=O)(=O)NCCCN3CCN(c4ccccc4F)CC3)c2)on1 do in these assays?
Scp-1 inhibitor: -9; NRP1-CendR mod: -6; SUMO1-SIM PPI: 3; Neddylation inh: inactive; SKN-1 inh: 23; STEP inh: -2; LMPTP block: 0.5; NadD inh: -12; TbMetRS inhib: 0.1; DNMT1 inh: -3

Results for Cc1cc(-c2ccccc2)nc2c(Br)c(=O)[nH]n12 ?
Scp-1 inhibitor: -11; NRP1-CendR mod: 4; SUMO1-SIM PPI: -6; Neddylation inh: inactive; SKN-1 inh: 7; STEP inh: -1; LMPTP block: -2.3; NadD inh: -8; TbMetRS inhib: -0.2; DNMT1 inh: 1

How did O=C(Nc1cccc(S(=O)(=O)N2CCCCC2)c1)c1ccc2ccccc2n1 do in these assays?
Scp-1 inhibitor: -14; NRP1-CendR mod: -9; SUMO1-SIM PPI: 3; Neddylation inh: inactive; SKN-1 inh: 5; STEP inh: 2; LMPTP block: 2.7; NadD inh: -4; TbMetRS inhib: -0.6; DNMT1 inh: -7

Results for C[C@@H]1CN([C@H](C)CO)C(=O)CCCn2cc(nn2)CO[C@H]1CN(C)S(=O)(=O)c1cccc(C#N)c1 ?
NRP1-CendR mod: -15; SUMO1-SIM PPI: -5; Neddylation inh: inactive; SKN-1 inh: 8; STEP inh: -3; LMPTP block: -3.2; NadD inh: -4; TbMetRS inhib: 0.0; DNMT1 inh: 3

How did CCOc1ccc(N(CC(=O)Nc2ccccc2F)S(=O)(=O)c2c(C)[nH]c(=O)[nH]c2=O)cc1 do in these assays?
Scp-1 inhibitor: -5; NRP1-CendR mod: 11; SUMO1-SIM PPI: 9; Neddylation inh: inactive; SKN-1 inh: -2; STEP inh: 2; LMPTP block: -0.6; NadD inh: -3; TbMetRS inhib: -0.4; DNMT1 inh: 0

Results for CS(=O)(=O)c1ccc2nc(NC(NC(=O)c3ccco3)(C(F)(F)F)C(F)(F)F)sc2c1 ?
Scp-1 inhibitor: -3; NRP1-CendR mod: 0; SUMO1-SIM PPI: -2; Neddylation inh: inactive; SKN-1 inh: 98; STEP inh: 1; LMPTP block: -1.3; NadD inh: -4; TbMetRS inhib: -1.0; DNMT1 inh: 1

Results for COc1ccccc1OCCC(=O)OCC(=O)NC(=O)NC(C)(C)C ?
Scp-1 inhibitor: -3; NRP1-CendR mod: -7; SUMO1-SIM PPI: 2; Neddylation inh: inactive; SKN-1 inh: -8; STEP inh: 1; LMPTP block: -1.7; NadD inh: -1; TbMetRS inhib: -0.3; DNMT1 inh: 5

What do the screens show for `CC(=O)c1c(C)[nH]c(C(=O)Nc2ccc(Cl)cc2F)c1C`?
Scp-1 inhibitor: -6; NRP1-CendR mod: 10; SUMO1-SIM PPI: -18; Neddylation inh: inactive; SKN-1 inh: -10; STEP inh: 0; LMPTP block: 3.1; NadD inh: 6; TbMetRS inhib: 0.0; DNMT1 inh: 1

How did COc1ccc(S(=O)(=O)Nc2c(C)n(C)n(-c3ccccc3)c2=O)cc1Br do in these assays?
Scp-1 inhibitor: -14; NRP1-CendR mod: -5; SUMO1-SIM PPI: -10; Neddylation inh: inactive; SKN-1 inh: 7; STEP inh: 2; LMPTP block: -0.7; NadD inh: -3; TbMetRS inhib: 1.4; DNMT1 inh: -1

Results for CCOc1ccc(NC(=O)N(CCN(C)C)C(C)c2ccncc2)cc1 (centres undefined) ?
Scp-1 inhibitor: -5; NRP1-CendR mod: -1; SUMO1-SIM PPI: -6; Neddylation inh: inactive; SKN-1 inh: 8; STEP inh: 2; LMPTP block: -4.8; NadD inh: 0; TbMetRS inhib: 0.1; DNMT1 inh: -4

How did COCCC(=O)N1CCC(Oc2ccc(C(=O)NC3CCCCC3)cc2)CC1 do in these assays?
Scp-1 inhibitor: -10; NRP1-CendR mod: 2; SUMO1-SIM PPI: -3; Neddylation inh: inactive; SKN-1 inh: 3; STEP inh: -2; LMPTP block: -1.4; NadD inh: -4; TbMetRS inhib: -0.5; DNMT1 inh: -3

What do the screens show for `CCN(CC)CCCNC(=O)c1cc2c(-c3cccc(OC)c3)nn(C)c2s1`?
Scp-1 inhibitor: -11; NRP1-CendR mod: 5; SUMO1-SIM PPI: -11; SKN-1 inh: 2; STEP inh: 2; LMPTP block: 1.4; NadD inh: -12; TbMetRS inhib: -0.2; DNMT1 inh: 5

What do the screens show for `COc1ccc(-c2nnnn2C)cc1S(=O)(=O)NCCc1ccccc1`?
Scp-1 inhibitor: -7; NRP1-CendR mod: 4; SUMO1-SIM PPI: 3; Neddylation inh: inactive; SKN-1 inh: -18; STEP inh: -1; LMPTP block: 0.2; NadD inh: 1; TbMetRS inhib: 0.3; DNMT1 inh: 5

What do the screens show for `O=C(NCc1ccc(F)cc1)c1cccc2c1C(=O)N(Cc1cccnc1)C2`?
Scp-1 inhibitor: -1; NRP1-CendR mod: 6; SUMO1-SIM PPI: 12; Neddylation inh: inactive; SKN-1 inh: -5; STEP inh: -1; LMPTP block: 0.3; NadD inh: -3; TbMetRS inhib: -0.5; DNMT1 inh: 1

How did Cc1c(NC(=S)N/N=C/C=C/c2ccc([N+](=O)[O-])cc2)c(=O)n(-c2ccccc2)n1C do in these assays?
Scp-1 inhibitor: 3; NRP1-CendR mod: 36*; SUMO1-SIM PPI: -24; Neddylation inh: inactive; SKN-1 inh: 17; STEP inh: 5; LMPTP block: 1.5; NadD inh: 9; TbMetRS inhib: 0.3; DNMT1 inh: -4

What do the screens show for `CCCOc1nc(N)c(C#N)c(-c2ccccc2F)c1C#N`?
Scp-1 inhibitor: -9; NRP1-CendR mod: -8; SUMO1-SIM PPI: 11; Neddylation inh: inactive; SKN-1 inh: -12; STEP inh: 0; LMPTP block: -0.1; NadD inh: -1; TbMetRS inhib: -0.9; DNMT1 inh: 1

How did CCOc1ccc(NC(=O)c2cccc(S(=O)(=O)NCc3cccnc3)c2)cc1 do in these assays?
NRP1-CendR mod: -9; SUMO1-SIM PPI: -3; Neddylation inh: inactive; SKN-1 inh: 5; STEP inh: -2; LMPTP block: -0.6; NadD inh: 3; TbMetRS inhib: -0.2; DNMT1 inh: 6

What do the screens show for `CCCCn1c(N)c(N(CC(C)C)C(=O)CC2OC(=O)c3ccccc32)c(=O)[nH]c1=O` (centres undefined)?
Scp-1 inhibitor: -7; NRP1-CendR mod: 4; SUMO1-SIM PPI: 1; Neddylation inh: inactive; SKN-1 inh: -10; STEP inh: -2; LMPTP block: -1.9; NadD inh: -5; TbMetRS inhib: -0.5; DNMT1 inh: -1

What do the screens show for `Cc1[nH]c2ccccc2c1CCO`?
Scp-1 inhibitor: -2; NRP1-CendR mod: 12; SUMO1-SIM PPI: 0; Neddylation inh: inactive; SKN-1 inh: 6; STEP inh: 2; LMPTP block: -3.0; NadD inh: 4; TbMetRS inhib: -0.6; DNMT1 inh: -1

What do the screens show for `O=C(NCc1cccnc1)C1CC(=O)N(CCc2ccccc2)C1` (centres undefined)?
Scp-1 inhibitor: -6; NRP1-CendR mod: -10; SUMO1-SIM PPI: 1; Neddylation inh: inactive; SKN-1 inh: -3; STEP inh: 0; LMPTP block: -2.3; NadD inh: -4; TbMetRS inhib: -0.4; DNMT1 inh: -5

Results for O=C(N/N=C\c1ccccn1)c1ccccc1O ?
Scp-1 inhibitor: -1; NRP1-CendR mod: 12; SUMO1-SIM PPI: -5; Neddylation inh: inactive; SKN-1 inh: 4; STEP inh: -2; LMPTP block: -0.5; NadD inh: -3; TbMetRS inhib: -0.1; DNMT1 inh: 2

How did CC(=O)Nc1cccc(N)c1 do in these assays?
Scp-1 inhibitor: -3; NRP1-CendR mod: -6; SUMO1-SIM PPI: 2; Neddylation inh: inactive; SKN-1 inh: 9; STEP inh: 4; LMPTP block: -0.8; NadD inh: -2; TbMetRS inhib: -0.9; DNMT1 inh: -3

How did Cc1csc(NC(=O)CSc2nnc(NC(=O)COc3ccccc3)s2)n1 do in these assays?
Scp-1 inhibitor: -8; NRP1-CendR mod: -5; SUMO1-SIM PPI: 2; Neddylation inh: inactive; SKN-1 inh: 4; STEP inh: 2; LMPTP block: -3.5; NadD inh: 3; TbMetRS inhib: 0.2; DNMT1 inh: 3

Results for O=C1CCCN1CCCNC(=S)Nc1cccc2ccccc12 ?
Scp-1 inhibitor: 5; NRP1-CendR mod: 11; SUMO1-SIM PPI: -1; Neddylation inh: inactive; SKN-1 inh: -13; STEP inh: 55*; LMPTP block: 2.3; NadD inh: 1; TbMetRS inhib: -0.9; DNMT1 inh: -11

Results for CCCCCc1cc(O)c2c(C)cc(=O)oc2c1 ?
Scp-1 inhibitor: -21; NRP1-CendR mod: 3; SUMO1-SIM PPI: 3; Neddylation inh: inactive; SKN-1 inh: 6; STEP inh: 2; LMPTP block: 0.0; NadD inh: -1; TbMetRS inhib: 1.3; DNMT1 inh: 7

How did CC(Oc1ccccc1)C(=O)NC1CCCCCCC1 (centres undefined) do in these assays?
Scp-1 inhibitor: -8; NRP1-CendR mod: 2; SUMO1-SIM PPI: 4; Neddylation inh: inactive; SKN-1 inh: -5; STEP inh: 1; LMPTP block: -0.1; NadD inh: -3; TbMetRS inhib: -0.3; DNMT1 inh: 3

Three compounds picked at random from the list so far:
How did Cc1c(NC(=S)N/N=C/C=C/c2ccc([N+](=O)[O-])cc2)c(=O)n(-c2ccccc2)n1C do in these assays?
Scp-1 inhibitor: 3; NRP1-CendR mod: 36*; SUMO1-SIM PPI: -24; Neddylation inh: inactive; SKN-1 inh: 17; STEP inh: 5; LMPTP block: 1.5; NadD inh: 9; TbMetRS inhib: 0.3; DNMT1 inh: -4

What do the screens show for `O=C(NCc1cccnc1)C1CC(=O)N(CCc2ccccc2)C1` (centres undefined)?
Scp-1 inhibitor: -6; NRP1-CendR mod: -10; SUMO1-SIM PPI: 1; Neddylation inh: inactive; SKN-1 inh: -3; STEP inh: 0; LMPTP block: -2.3; NadD inh: -4; TbMetRS inhib: -0.4; DNMT1 inh: -5

What do the screens show for `CCCOc1nc(N)c(C#N)c(-c2ccccc2F)c1C#N`?
Scp-1 inhibitor: -9; NRP1-CendR mod: -8; SUMO1-SIM PPI: 11; Neddylation inh: inactive; SKN-1 inh: -12; STEP inh: 0; LMPTP block: -0.1; NadD inh: -1; TbMetRS inhib: -0.9; DNMT1 inh: 1
